# High-throughput results deposited in PubChem BioAssay by National Center for Advancing Translational Sciences (NCATS).
# Pf Dd2 inh = blocks in vitro growth of P. falciparum Dd2; P. falciparum Dd2 growth, SYBR Green, 72 h; Potency, µM (titrated, usually from 28.9 µM), for inactives: at the highest dose activity, negative = inhibition, actives largely listed as inhibitors; 4.3% of 120,000 active; AID 1347417; active = well fitted inhibition curve with a large enough effect; inconclusive = small, poorly fitted or top-dose-only effect; inactive = no such curve, though single readings can be large or run the other way;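 also: plate controls were DMSO vehicle for no effect and reference drug for full effect; nearly all actives have a fitted effect of over 65% in size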
#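 Readout: SYBR Green fluorescence, 485 nm excitation, 535 nm emission, after ~16 h lysis at 37C. Before that, Dd2-infected red cells (2.5% hematocrit) grew 72 h with compound, 29 uM top final concentration.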
# Active calls of the source: *; i = inactive; ? = inconclusive; [ ] = remark or other dose. Potency is read from the fitted curve at half-maximal effect. Not all compounds are listed, so the mix of outcomes need not match the whole.
# Sample of the layout (3 entries):
SMILES,Pf Dd2 inh
Cc1nn(C)c2nc(-c3ccccn3)nc(N3CCC4(CC3)COC(=O)O4)c12,?
COC1C(=O)N(c2cccc(F)c2)C12CCN(Cc1sccc1C)CC2 (stereo not given),?
Cc1ccc(-n2ncc(C(=O)NCCc3ccccc3)c2C2CCN(C(=O)OC(C)(C)C)CC2)c(C)c1,10µM*

# The list itself, from the start:
SMILES,Pf Dd2 inh
Cc1nn(C)c2nc(-c3ccccn3)nc(N3CCC4(CC3)COC(=O)O4)c12,?
COC1C(=O)N(c2cccc(F)c2)C12CCN(Cc1sccc1C)CC2 (stereo not given),?
Cc1ccc(-n2ncc(C(=O)NCCc3ccccc3)c2C2CCN(C(=O)OC(C)(C)C)CC2)c(C)c1,10µM*
COc1ccc(C(=O)N[C@@H]2C[C@H](Cn3cc(CN(C)C)nn3)[C@@H](O)[C@H]2O)cc1,32%[activator][44.1 µM]
O=C(C1CC=CCC1)N1CCc2[nH]nc(-c3ccc(C(F)(F)F)cc3)c2C1 (stereo not given),-18%
O=C(Nc1cccc(C(F)(F)F)c1)N[C@@H]1C[C@H](CO)[C@@H](O)[C@H]1O,-15%[44.1 µM]
Cc1ccc(C(=O)Nc2nc3n(n2)C(c2ccc(F)cc2)C=C(c2ccccc2)N3)cc1 (stereo not given),6.3µM*
NC(=O)C1CCN(c2ncncc2-c2nc(-c3ccccc3)no2)CC1,-21%
COc1ccc(-c2[nH]nc3ncc(-c4ccccc4)nc23)c(C)c1,i
COc1ccc(CN2CCC3(CC2)OCCN(Cc2ccccc2F)C3=O)cc1O,i
C[C@]1(NC(=O)Cc2ccccc2)OC[C@@H]2CC[C@H](C(=O)Nc3ccc(OC(F)(F)F)cc3)N2C1=O,92%[activator]
CCCC1=Nc2cc(C(=O)NCc3ccccc3Cl)ccc2Sc2ccc(Cl)cc21,?
COc1cccc(-c2nnc3n(Cc4ccc(F)cc4)c(=O)c4ccccc4n23)c1,i
CN(C)C[C@@H]1CN(c2ncccn2)C[C@H]1NS(=O)(=O)c1ccc(C#N)cc1,?
Cc1nnc2n1CCC(N(C)C(=O)CCc1ccccc1)CC2 (stereo not given),6%
Cc1ccc(CNC(=O)CSc2nc3n[nH]c(C)c3c(=N)n2-c2cccc(C)c2)cc1,-13%
O=C(Nc1ncc(-c2cccc(F)c2)c2c1OCC2)c1ccc(F)c(Cl)c1,i
CC(C)(Oc1nn(CC2CCOCC2)c2ccccc12)C(=O)NCC1CCOCC1,37%[activator][44.1 µM]
Cc1ccc(C)c(NC(=O)N2CCC(Oc3ncccc3C(=O)N3CCCCC3)C2)c1 (stereo not given),?
COc1ccc(C(=O)N2CCCCCCNC(=O)[C@@H]3CCC[C@@H]32)c(OC)c1,-14%
Cn1nccc1CN1CCC2(C1)C(=O)Nc1ccccc12 (stereo not given),2%[44.1 µM]
CCCNC(=O)N1CCn2nnc(CCC(=O)N3CCOCC3)c2C1,?
CCc1ccccc1NC(=O)CC(C)n1nc(C)cc1C (stereo not given),-2%
Cn1cccc1C(=O)N1C[C@@H](COCC2CC2)[C@H](c2ccccn2)C1,?
CC1(C)C(C(=O)N2CCC3(CC2)Nc2ccccc2NC3=O)C1(C)C,-4%
O=S1(=O)CCC(S(=O)(=O)Nc2ccccc2)C1 (stereo not given),3%
CCC(C)NC(=O)c1ccc(-c2cccc(C#N)c2)o1 (stereo not given),-8%
Cc1cc2c(N[C@@H]3CCOC[C@H]3OCc3c(C)noc3C)ncnc2s1,-25%
O=C([C@@H]1C[C@H](F)CN1C(=O)c1ccco1)N1CCCCC1,24%
CC(=O)N1CCC(N(Cc2ccc(C)o2)C(=O)Nc2ccc(C)cc2)CC1,20%

# Look-ups from the entries so far.
# Pf Dd2 inh, CCc1ccccc1NC(=O)CC(C)n1nc(C)cc1C (stereo not given) stands at -2%
# Pf Dd2 inh, Cn1nccc1CN1CCC2(C1)C(=O)Nc1ccccc12 (stereo not given) stands at 2%[44.1 µM]
# Pf Dd2 inh, CC1(C)C(C(=O)N2CCC3(CC2)Nc2ccccc2NC3=O)C1(C)C stands at -4%
# Pf Dd2 inh, CCC(C)NC(=O)c1ccc(-c2cccc(C#N)c2)o1 (stereo not given) stands at -8%
# Pf Dd2 inh, CC(=O)N1CCC(N(Cc2ccc(C)o2)C(=O)Nc2ccc(C)cc2)CC1 stands at 20%

# Continued.
SMILES,Pf Dd2 inh
CC1=C[C@@H](CNC(=O)c2cccnc2)[C@H](C(C)C)C[C@H]1CC(=O)NCc1ccccn1,-12%[44.1 µM]
Cc1cc(C[C@@H]2COC[C@@H]2NC(=O)c2sc3nc[nH]c(=O)c3c2C)on1,-14%
O=C1NCc2ccccc2CC12CCN(Cc1c(Cl)cncc1Cl)C2 (stereo not given),-6%
Cc1ccc(CN2C(=O)N(c3ccc(F)cc3)C(=O)C2CC(=O)Nc2ccc(Cl)cc2)cc1 (stereo not given),24%
O=C(CC1CCc2ccccc21)N1CCN(S(=O)(=O)N2CCCC2)CC1 (stereo not given),-4%
Cc1c(C(=O)N(Cc2ccco2)Cc2ccccc2Cl)oc2ccc(F)cc12,?
O=C(O)C(c1cccc2c1OCC2)N1CCCN(c2ncccn2)CC1 (stereo not given),-18%
O=C1c2c(nc(CNCc3ccccc3)n2Cc2ccccc2)NCCN1CCOc1ccccc1,i
CSCC(=O)N1C[C@@H](NC(=O)NC2CCCCC2)C[C@H]1C(=O)N[C@H](Cc1c[nH]c2ccccc12)C(N)=O,-5%
Cc1ccncc1C(=O)NCC(=O)N1CCCCCNC(=O)CC1c1ccccc1 (stereo not given),?
N#Cc1ccc(CN2CCCC2=O)cc1,38%
CC(=O)c1cccc(NC(=O)CSc2nnc3ccc(-c4ccc(Cl)cc4)nn23)c1,1%
CCC(=O)N1CCC(c2noc(COC)n2)C1 (stereo not given),22%
N#Cc1ccc(C(=O)N[C@@H]2CN(Cc3ccccc3)C[C@H]2CO)cc1,-26%
COc1cc(-c2cc3n(C)c(C)c(CCC(=O)NCc4ccccc4)c(=O)n3n2)cc(OC)c1OC,?
C[C@H]1[C@@H]2[C@@H](O)C([C@H](C)C(=O)NCc3ccccn3)CC[C@@]2(C)CC[C@@H]1NC(=O)Cc1ccccc1 (stereo not given in full),i
CC(=O)Nc1ccc(CN(C)C2CCc3ccccc32)cc1 (stereo not given),-8%[44.1 µM]
COc1ccc(S(=O)(=O)Cc2ccc(C(=O)N3CCN(c4cc(C)ccc4C)CC3)o2)cc1,i
Cc1ccc2nc(C(=O)N(C)Cc3cc(-c4cccnc4)no3)cn2c1,?
Cc1cccc(-n2nc(C)c(CCC(=O)N3CCSCC3)c2Oc2ccccc2C)c1,8.9µM*
Cc1cc(C(=O)N2CCC(O)(c3ccccc3)[C@H](N3CCCC3)C2)n[nH]1 (stereo not given in full),i[5.79 µM]
O=[S+]([O-])(NCC1CN(Cc2cccc(Cl)c2)CC12CN(c1ccccc1)C2)c1ccccc1 (stereo not given),i
Cc1noc(C)c1CO[C@@H]1COCC[C@H]1NC(=O)c1cccc(=O)[nH]1,-10%
CC(Sc1nc2c([nH]c3ccccc32)c(=O)n1-c1ccccc1)c1ccccc1 (stereo not given),?
CCc1nc2c(c(-c3ccc(OC)cc3)n1)CN(C(=O)c1ccc3c(c1)OCO3)CC2,?
COc1ccc(OC)c(NC(=O)CCNS(=O)(=O)c2ccc3c(c2)oc(=O)n3C)c1,0%
COc1ccc(-n2c(=O)c3ccc(C(=O)NCc4ccc(C)cc4)cc3n(Cc3cccc(Cl)c3)c2=O)cc1,?
COc1cc(-c2nnc(SCCOc3ccccc3)o2)cc(OC)c1OC,-1%
COc1ccc(CCNC(=O)CCc2nnc(-c3cccc(OC(C)C)c3)[nH]c2=O)cc1,-10%
COC(=O)c1cc(S(=O)(=O)NCC2CCN(Cc3cccc(F)c3)CC2)cn1C,-6%
CC(C)c1nc2cc(C(=O)N3CCCC(c4ccccc4)C3)ccc2o1 (stereo not given),?
CN(CCC(N)=O)Cc1ccccc1OCC(O)CN1CCc2ccccc2C1 (stereo not given),?
Cc1csc2nc(COC(=O)c3ccccc3NC(=O)c3ccc(F)cc3)cc(=O)n12,i
O=C(CN1CCCc2nc(-c3ccncc3)ncc2C1=O)NCCN1CCOCC1,99%[activator]
CC(C)(O)CCc1cccc(C(=O)N2CC=C(c3ccc(F)cc3)CC2)c1,0%
COc1ccccc1CCC(=O)N1C[C@@H](CO)[C@H](N(C)C)C1,i
O=C(c1ccccc1)N1CCC(c2nnc3n2C(C(=O)N2CCOCC2)CC3)CC1 (stereo not given),9%
CC1=C[C@@H](CNC(=O)NC2CCCCC2)[C@H](C(C)C)C[C@H]1Cc1nc2c(C)cccc2[nH]1,i
COCC1CN(C2CCC2)CC12CCN(C(=O)Cn1cccn1)CC2 (stereo not given),i
CN(Cc1cn(-c2ccccc2)nn1)C1CCSCC1,-23%
O=C(Cc1ccc(F)cc1)NCc1nc2cccnc2n1Cc1ccc(F)cc1,-21%
Cc1ccc(C2Cn3nnc(C(=O)N4CCN(C(=O)Cc5cccs5)CC4)c3CO2)cc1 (stereo not given),?
COc1nc2c(cc1CNC(=O)CC1CC1)C(=O)N(CCc1ccccn1)C2,-23%
CCOc1ccc(CC(=O)Nc2cccn3nc(C)nc23)cc1,-10%
CCc1ccccc1NC(=O)Cn1c(=O)n(CCc2ccccc2)c(=O)c2ccccc21,-3%
O=C(O)CCc1conc1-c1cccc(F)c1,-2%
CN(C)CCN(C)CC[C@H]1CN(C(=O)c2ccc(F)cc2)CC[C@H]1CC(=O)O,-11%[44.1 µM]
Cn1nc(CC2CCN(c3cc(N)ncn3)CC2)n(-c2ccccc2)c1=O,11%
CCOC(=O)C1=CN(CC(=O)Nc2c(C)cc(C)cc2C)S(=O)(=O)N=C1C,25%
Fc1ccc2[nH]c(-c3cccs3)cc2c1,?

# Continued:
SMILES,Pf Dd2 inh
COCC(=O)NC1CCC12CCN(C(=O)c1cnc(C)cn1)CC2 (stereo not given),20%
Cn1nccc1C(=O)N1CCCC(c2nn[nH]n2)C1 (stereo not given),-8%
Cc1ccc(NC(=O)CSc2nnc(C)s2)c(C)c1,8%
CN(C)C[C@@H]1CN(Cc2ccccn2)C[C@H]1NS(=O)(=O)c1cccc(F)c1,?
N#Cc1cccc(CN[C@H]2[C@H](O)[C@H](O)C[C@@H]2c2ccc(N3CCOCC3)nc2)c1,25%[44.1 µM]
COc1ccc(S(=O)(=O)N2CCC(OC3CCN(C)CC3)CC2)cc1,?
CCN1C(=O)CCN(Cc2ccc(C)c(C)c2)CC12CCOCC2,-10%
COc1ccc(NC(=O)Cn2c(=O)c3ccccc3n3nncc23)c(OC)c1,-8%
COC(=O)CCNC(=O)C1CN(S(=O)(=O)c2cccs2)CC12CCCCC2 (stereo not given),?
CCc1cccc(NC(=O)Cn2c(=O)c(-c3noc(C)n3)c3n(c2=O)CCCCC3)c1,?
COc1ccc(-n2cc(-c3ccc4c(c3)OCO4)n(CC(=O)Nc3cccc(C)c3C)c2=O)c(OC)c1,?
COCc1noc([C@@H]2CN(C(=O)CCc3nc4ccccc4[nH]3)C[C@H]2C(N)=O)n1,-6%
COc1ccc(C2=C(C)C(=O)N(Cc3ccc(C(=O)NCc4ccccc4C)cc3)S2(=O)=O)cc1,17%
CC1(C)[C@H](Cc2cc(-c3ccccc3)on2)C[C@@H]1NS(C)(=O)=O,i
O=C1CC2(CCN(Cc3ccccc3)CC2)Oc2ccccc21,?
CC(=O)Nc1ccc(NC(=O)C2CCCN(S(=O)(=O)c3ccc4c(c3)CCCC(=O)N4)C2)cc1 (stereo not given),15%
COc1ccc(-c2nc3cc(C)ccc3cc2CN2CCN(C(C)=O)CC2)cc1,?
CC(C)c1nc2c(c(-c3ccc(O)cc3)n1)CCN(C(=O)c1cccc(Cl)c1)CC2,7.9µM*
O=C(c1ccccc1F)N1CCn2c(nnc2C2CCCNC2)C1 (stereo not given),-1%[44.1 µM]
Cc1nn2c(=O)cc(COc3ccc(/C=C(\C#N)C(=O)Nc4ccc(F)cc4)cc3)nc2s1,-3%
Cc1noc([C@@H]2CN(C(=O)Cc3c[nH]c4ccccc34)C[C@H]2CO)n1,-11%
CCOc1ccc(NC(=O)c2cc3cc4ccc(C)cc4nc3o2)cc1,-1%
CCc1noc(-c2cccn3c(CNC(=O)c4ccc(C)c(F)c4)nnc23)n1,-2%
COc1ccc(CCNC(=O)c2c(C)nn(-c3ccc(F)cc3)c2-n2cccc2)c(OC)c1OC,i
c1ccc(CN2CCCC3(CC(c4ccccn4)=NO3)C2)nc1 (stereo not given),107%[activator]
Cc1noc(-c2ccn3c(CNC(=O)c4cccc5[nH]ccc45)nnc3c2)n1,i
Cn1ncc(N2CCCC(CC(=O)O)C2)cc1=O (stereo not given),14%
COc1ccc(OC)c([S+](=O)([O-])c2nnn3c2nc(NC2CC2)c2ccccc23)c1,8%
COc1ccc(C(=O)N[C@@H]2CN(C(=O)NC(C)C)CCC[C@H]2O)cc1,?
Cc1cccc(N2CCN(C(=O)C3CCN(S(=O)(=O)c4c(C)noc4C)CC3)CC2)c1C,13%
COc1ccc(OC)c(NC(=O)CSc2c3c(nc4cc(Cl)ccc24)CCCC3)c1,8.9µM*
CN(C)C[C@@H]1CN(C2CCOCC2)C[C@H]1NC(=O)c1ccc2c(c1)OCO2,67%[activator]
CCN1CCN(C(=O)CC2Sc3ncccc3N(CC)C2=O)CC1 (stereo not given),9%
COc1ccc(CCNC(=O)CSc2ncc3c(n2)-c2cc(Cl)ccc2N(Cc2ccccc2)S3(=O)=O)cc1OC,?

# Reformatted: entries from further up
SMILES	Pf Dd2 inh
CN(C)C[C@@H]1CN(C2CCOCC2)C[C@H]1NC(=O)c1ccc2c(c1)OCO2	67%[activator]
COc1ccc(OC)c(NC(=O)CSc2c3c(nc4cc(Cl)ccc24)CCCC3)c1	8.9µM*
COc1ccc(CCNC(=O)CSc2ncc3c(n2)-c2cc(Cl)ccc2N(Cc2ccccc2)S3(=O)=O)cc1OC	?
